# Source: PubChem
# Dynein transport = dynein cargo transport inhibition. 3617.4 mouse cells, GR-EGFP nuclear translocation imaging; test concentration mostly 20 µM; stimulated with dexamethasone, 1 µM; active compounds read low. z-score, hits read low. hit rate 0.47% among 220,000. AID 1381;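 active = plate z-score of nuclear minus cytoplasmic receptor signal below a set negative limit, without overly bright fluorescence or cell loss, cut at about -3.5 in these data, passing the limit was not always enough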;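 note: z-score of nuclear minus cytoplasmic ring GR-EGFP intensity difference per well; some compounds called inactive have numbers as strong as hits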
#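 Buffer or medium: tetracycline-free induction medium containing charcoal-stripped FBS / Reagent: dexamethasone agonist, 1.0 µM final, for 30 min / Technique: automated 10x imaging of fixed Hoechst-stained cells / Times: induction 48 h, compound 1 h, agonist 30 min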
# HIV peptide binding = inhibitors of HIV fusion peptide binding, primary screen, biochemical, uHTS, fluorescence dequenching (AID 1986); one-dose inhibition, % at 20 µM; IC50 in µM for titrated hits; hit rate 0.3% among 290,000; cell-free peptide binding, fluorescence dequenching, 30 min; higher % means a stronger effect; in the data active = inhibition mostly above about 52%, no sharp cut-off; inactive = mostly below about 76%; note: some results filed as inactive read as strong as hits
# bCat nuc transl = modulators of beta-catenin nuclear translocation | HeLa beta-catenin nuclear translocation, immunofluorescence imaging | nuclear translocation activity, % at 5 µM | hit rate 0.3% among 190,000;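 active = nuclear translocation activity above 50% at 5 µM, with a well cell count of 50 or more; inconclusive = wells under 50 cells across six images, flagged as toxic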;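 note: per-cell ratio of nuclear to cytoplasmic median beta-catenin stain intensity; plate controls were DMSO negative control for no effect and GSK-3 inhibitor IX positive control for full effect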
#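 Test system: human HeLa cells, native beta-catenin. Compound dosing: 5 µM primary single dose, 0.1% DMSO, 0.02–20 µM confirmation series. Incubation: compound exposure 24 h at 37°C. Detection: beta-catenin immunostaining with DAPI counterstain, 20x imaging, 6 fields/well. Read-out basis: Nuclear/cytoplasmic beta-catenin signal ratio, % activation.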
# MT stabilizer = microtubule stabilizers in HeLa cells. hit rate 0.83% among 200,000. % tubulin-high responders, % at 10 µM. HeLa tubulin immunostaining HCS, 24 h; share of cells brighter than vehicle mean+2SD;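 active = plate Z-score above 3 for both tubulin-high and condensed-nucleus cell shares, with cell loss under 80%, at 10 µM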;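 note: anti alpha tubulin signal scored within the nucleus-defined area of each cell; some results filed as inactive read as strong as hits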
# WT yeast gro inh = growth inhibition of WT yeast, mitochondrial fusion screen; mitochondrial fusion phenotypic screen, WT strain; inhibition, % at 10 µM; AID 1362; hit rate 2.1% among 190,000; in the data active = inhibition above about 58%; tested in S. cerevisiae
# Insulin prom up = MIN6 insulin promoter up-regulation | z-score at 5 µM | MIN6 insulin promoter-GFP reporter, high-content imaging; active compounds read high | hit rate 0.3% among 190,000;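 active = z-score above 3 at 5 µM with at least 500 cells counted in the well; inconclusive = wells under 500 cells, flagged as cytotoxic or low count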
# Yfh1-off respiration = mitochondrial function rescue without frataxin homolog – Friedreich's ataxia, plus single-dose screen, dose response (AID 1465) | S. cerevisiae Yfh1-off respiration, WST-1 reduction, 72 h; higher fold induction means a stronger effect | one-dose fold induction at 50 µM; EC50 in µM for titrated hits | hit rate 0.074% among 220,000;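 active = fold induction of absorbance versus untreated yeast above a set limit, then at least 30% activation at any dose in follow-up; inconclusive = repeats straddling the limit, or above it without dose testing; inactive = fold induction below the set limit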;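 note: activators that raise dye reduction in frataxin-depleted yeast; strong numbers were not always called active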
# Autophagy HCS = autophagy modulation, high-content screen. MEF GFP-LC3 puncta imaging; test concentration mostly 10 µM. calls only at 10 µM (by protocol). hit rate 0.98% among 190,000. AID 463193;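 active = percentage of spot-positive cells more than 3 SD above its plate mean, without a fluorescence outlier flag or 80% toxicity; inconclusive = no clear call, values can overlap the other calls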;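 note: spot-positive cell cutoff set from DMSO-treated cells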
# AID2073 = disruptors of CaV2.2 binding to Mint1 – biochemical, HTRF (AID 2073); HTRF protein-protein interaction, Mint1-CaV2.2; higher % means a stronger effect; one-dose inhibition, % at 20 µM; IC50 in µM for titrated hits; hit rate 0.19% among 290,000; in the data active = inhibition mostly above about 51%, no sharp cut-off; inconclusive = no clear call, values can overlap the other calls; inactive = mostly below about 53%; note: some results filed as inactive read as strong as hits
# WT yeast gro inh mutant strain = also measured in WT yeast gro inh; calls as there; inhibition, %; mitochondrial fusion phenotypic screen, mutant strain inhibition
# Dynein transport cytoplasmic EGFP = recorded beside Dynein transport, whose call it bears; z-score; measured here: cytoplasmic GR-EGFP intensity; active compounds read high
# Dynein transport nuclear GR-EGFP = second read-out of Dynein transport, no call of its own (marks repeat the call); z-score; measured here: nuclear GR-EGFP intensity;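 lower value marks the stronger effect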
# Dynein transport cell count = second read-out of Dynein transport, no call of its own (marks repeat the call); z-score; measured here: cell count per field
# Insulin prom up cell count = recorded beside Insulin prom up, whose call it bears; cell count; measured here: cytotoxicity, nuclei count;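 total cells summed across four imaged fields per well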
# bCat nuc transl cell count 5 µM = also measured in bCat nuc transl; calls as there; cell count; measured here: cell count, cytotoxicity flag
# MT stabilizer Hoechst-high % = also measured in MT stabilizer; calls as there; % Hoechst-high responders; measured here: nuclear condensation Hoechst responders;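 share of cells brighter than vehicle mean plus two SD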
# MT stabilizer cytotoxicity % = recorded beside MT stabilizer, whose call it bears; toxicity, %; measured here: cytotoxicity by cell density;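 0% = mean cell density of plate MIN control wells and 100% = no cells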
# Autophagy HCS cell loss 18 h = also measured in Autophagy HCS; calls as there; toxicity, %; measured here: cell loss, nuclei count;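 cell loss after 18 h compound exposure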
# * = called active by the depositor; i = inactive; ? = inconclusive; / = no result given; + = active, no number.
SMILES,Dynein transport,Dynein transport cytoplasmic EGFP,Dynein transport nuclear GR-EGFP,Dynein transport cell count,HIV peptide binding,bCat nuc transl,bCat nuc transl cell count 5 µM,MT stabilizer,MT stabilizer Hoechst-high %,MT stabilizer cytotoxicity %,WT yeast gro inh,WT yeast gro inh mutant strain,Insulin prom up,Insulin prom up cell count,Yfh1-off respiration,Autophagy HCS,Autophagy HCS cell loss 18 h,AID2073
COc1ccc2c(c1OC)C(=O)N1c3ccccc3SC21 (stereo not drawn),0.87,-0.24,0.14,-0.36,0.6%,-3.3,991,3.6,2.4,8.9,2,39,-0.89,1473,i,i,11,-6%
C/C(=N\NC(N)=S)c1ccc(Cl)s1,0.87,-0.22,0.13,-0.72,0.6%,-0.2,408,4.7,3.1,1.2,-8,-5,-0.04,1184,i,i,-18,-12%
CCOc1ccc(C(=O)C(CCC(CN(C)C)C(=O)c2ccc(OCC)cc2)CN(C)C)cc1 (stereo not drawn),-4.1*,1*,-2.2*,-1.2*,-0.2%,9.0,579,5.4,2.6,16,64*,13*,?,/,i,i,32,-19%
CCC(C)NC(=O)CSc1nnc(-c2ccc(C(C)(C)C)cc2)n1C (stereo not drawn),-0.0058,-0.25,0.84,0.14,-2.8%,-1.2,968,2.5,3.3,4.4,-7,3,0.23,863,i,i,-19,-1%
NC(=O)CCn1ccc2ccccc21,-0.68,-0.29,-0.26,0.64,0.5%,-1.2,1067,2.2,1.6,10,-8,0,/,/,i,i,-2,-5%
COc1cc(OC)cc(C(=O)N[C@H](C(=O)Nc2ccc(S(=O)(=O)N(C)C)cc2)C(C)C)c1,0.35,-0.29,0.49,0.21,-1.2%,0.5,1076,5.2,2.0,11,9,10,/,/,i,i,-33,6%
CN(C)S(=O)(=O)c1cccc(C(=O)NCCCn2ccnc2)c1,-0.72,-0.3,0.044,0.64,-1.9%,-0.7,1009,2.5,2.1,9.3,5,11,-1.1,1381,i,i,-11,-3%
OCCNc1nc(N2CCCC2)nc(N2CCCC2)n1,0.57,-0.26,0.2,0.16,-1.3%,-1.2,1121,3.8,1.6,4.8,-13,-20,0.03,1186,i,i,-12,14%
Cc1nnc(SCCn2c(N3CCN(Cc4ccccc4)CC3)nc3c2c(=O)[nH]c(=O)n3C)s1,-0.043,-0.0084,0.28,0.1,1.6%,-0.2,1138,4.1,2.9,11,-8,-14,-0.95,1318,i,i,-1,0%
CCN(CC)S(=O)(=O)c1cccc(C(=O)N[C@H](C(=O)NCc2ccc(Cl)cc2)C(C)C)c1,1.6,0.1,1.5,-1.3,-3.0%,-0.7,1060,2.4,1.5,8.3,-4,8,0.58,779,i,i,-9,12%
CN(C)CCNc1ncnc2c1sc1nc(N3CCCC3)c3c(c12)CC(C)(C)OC3,-0.59,-0.21,0.29,0.65,-1.2%,0.9,1321,/,/,/,/,/,-0.71,976,i,/,/,2%
CCOc1ccc(OCC)c(S(=O)(=O)NCc2ccccn2)c1,0.86,-0.26,-0.52,-0.48,-1.9%,/,/,3.6,1.8,0.6,-9,12,2.1,1317,i,i,0,-4%
COc1nc(C)ccc1-c1noc(-c2ccco2)n1,0.43,-0.22,0.67,0.4,-1.3%,0.0,1018,3.3,1.6,9.6,49,-5,0.2,1332,i,i,-3,8%
O=C(Nc1ccc2nc(-c3ccccc3)[nH]c2c1)c1ccco1,0.0097,-0.2,-0.13,-0.15,1.5%,-0.5,1130,3.1,1.6,0.2,-5,5,-0.16,1808,i,i,3,7%
CCN(CC)c1ccc(-c2nn3c(-c4cccnc4)nnc3s2)cc1,-1.1,-0.15,-0.95,-0.39,-6.2%,6.0,1145,38*,24*,31*,-6,26,2.7,1386,/,i,14,5%
CCOC(=O)C1=C(C)NC(=O)NC1c1ccc(OC)c(CN2CCOCC2)c1 (stereo not drawn),0.26,-0.3,0.47,1.1,-1.6%,0.5,973,3.1,0.9,1.9,10,10,0.62,993,i,i,2,4%
CSc1ccc(S(=O)(=O)NCc2ccc(C)cc2)cc1,-0.58,0.21,-0.012,-0.13,1.1%,/,/,1.1,0.9,5.9,7,4,-0.04,853,i,i,-4,31%
O=S(=O)(c1ccccc1)c1nc(NCc2ccccc2)sc1Cl,-0.87,-0.24,0.34,0.12,4.4%,-1.5,967,2.3,2.4,7.6,23,4,-0.47,2208,i,i,23,2%
O=C(O)CSc1c2c(nc3cc(C(=O)N4CCCC4)ccc13)CCCC2,0.17,-0.25,0.23,-0.47,1.5%,/,/,5.5,1.3,6.7,-11,-19,-0.28,1220,i,i,-1,10%
CCCN1CCC(NCc2cn(C)nc2-c2ccc(Oc3ccccc3)cc2)CC1,1.3,-0.22,1.2,0.38,-0.1%,1.2,1240,/,/,/,/,/,-0.17,867,i,/,/,-12%
Cc1ccccc1-c1nc(CN(Cc2c(C)nn(C)c2C)C2CC2)c(C)o1,-0.5,-0.27,0.16,0.3,-1.1%,-1.4,1538,0.9,0.8,3.9,9,10,-0.1,1372,i,i,17,-18%
Cn1cnnc1SC(C(=O)c1ccccc1)c1ccccc1 (stereo not drawn),-0.99,-0.1,-1.1,0.79,0.0%,0.0,1182,6.2,4.6,3.0,-14,6,-0.22,1049,i,i,-4,2%
C=CC[C@H]1CC(C)=C[C@H](CC=C)N1,0.91,0.32,0.57,0.63,3.1%,3.5,1080,6.3,2.1,5.0,-6,-17,2.1,1227,i,i,2,-1%
O=C(O)CCCc1nc(-c2ccccc2)no1,0.66,-0.27,0.35,0.15,-0.7%,0.2,1053,2.8,2.0,21,-11,-2,-0.21,1224,i,i,-6,0%
O=C(NCC(=O)N(CC1CCCO1)C(C(=O)NC1CCCC1)c1cccnc1)c1ccco1 (stereo not drawn),-0.52,-0.22,-0.14,0.88,1.2%,3.2,1071,2.7,2.2,3.3,-4,12,-0.31,1272,i,i,4,-4%
COc1ccccc1OCC(=O)N/N=C1\CCCCc2ccccc21,0.22,-0.23,-0.15,-0.27,-2.1%,-0.9,1087,/,/,/,/,/,-0.01,1403,i,/,/,-19%
Cc1c(Cl)cccc1S(=O)(=O)Nc1ccnn1C,0.2,-0.2,-0.097,0.32,-1.2%,0.8,1251,/,/,/,/,/,-0.15,1110,i,/,/,-15%
Cc1ccc(-c2nc3cccnc3s2)cc1NS(C)(=O)=O,0.4,-0.2,0.59,0.23,10%,-2.6,1183,4.0,1.3,8.2,3,8,-0.13,1360,i,i,-4,16%
Cc1ccc(/C=N/N(C)C2=NS(=O)(=O)c3ccccc32)o1,0.31,-0.23,-0.16,-0.55,-1.2%,0.4,927,2.7,1.7,6.2,-16,-5,0.25,1653,i,i,4,4%
CCOC(=O)Nc1nc2ccccc2s1,1.2,-0.15,0.44,-0.17,-1.4%,-2.5,1181,1.8,1.6,2.3,-1,4,-0.67,915,i,i,-23,-2%
CCCCCCCNC(=O)COc1ccc2c(c1)C(=O)CC(C)(C)O2,0.33,-0.13,0.37,0.073,-1.4%,/,/,2.4,1.2,3.0,14,5,0.39,991,i,i,-11,8%
COc1ccc(OCCSc2nnc(CCNC(=O)c3ccc(Cl)c(Cl)c3)n2C)cc1,-0.68,-0.061,-0.52,0.83,-1.8%,1.3,1327,0.9,2.2,6.9,-8,-10,0.33,1597,i,i,-4,0%
O=C(NCCCN1CCCC1=O)[C@H](CSCc1ccccc1)N1Cc2ccccc2C1=O,-0.44,-0.26,0.59,0.39,0.5%,-1.1,1394,/,/,/,/,/,/,/,i,/,/,12%
CCC(C(=O)Nc1nc(C)c(C(=O)OC)s1)c1ccccc1 (stereo not drawn),0.022,-0.079,0.34,-0.33,1.8%,2.6,1506,2.5,4.3,5.5,13,18,-0.9,1400,i,i,-2,28%
COc1cccc(NC(=O)c2ocnc2C)c1,-0.055,-0.2,0.26,0.087,0.7%,2.6,1443,2.3,1.2,6.8,3,28,-0.44,1516,i,i,-55,-4%
N#C/C(C(=O)NCc1ccccc1)=C1/N=C(NC(=O)c2ccco2)c2ccccc21,-0.48,-0.028,-0.36,0.34,0.4%,-1.9,972,/,/,/,/,/,0.15,1286,i,/,/,-1%
O=C1Nc2ccccc2/C1=N\N1CCOCC1,-0.64,-0.23,0.23,0.43,-0.8%,0.3,1337,/,/,/,/,/,-0.32,1078,/,/,/,-3%
Oc1c(C=NCc2ccc(F)cc2)[nH]c2ccc(Br)c(Cl)c12,-3.1,14,-0.31,0.66,16%,7.5,1139,1.4,2.0,1.7,/,/,/,/,i,+,1.3*,-18%
